# CRFR2-BP antag: antagonists of CRF-binding protein/CRF-R2 receptor complex | AID 588475 | hit rate 0.59% among 350,000 | HEK293 CRF-R2/CRF-BP, CRF-induced calcium fluorescence | inhibition, % at 11.8 µM;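 active = inhibition of the ligand-induced calcium signal above about 50% at the single tested concentration, limit read from the data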
# CRFBP-R2 agonist: agonists of human CRF-binding protein/CRF-R2 receptor complex. hit rate 0.46% among 350,000. HEK293 CRF-R2/CRF-BP, calcium dye fluorescence (FLIPR); percent of saturating CRF peptide response. activation, % at 13.2 µM;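 active = activation of at least 50%, plus an integration ratio under a set limit after plate pattern correction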;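 note: plate controls were neutral control wells without compound for no effect and CRF at EC100 for full effect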
# GalR3 antag: human GalR3 antagonism; HEK293 GalR3-CNG cAMP membrane potential fluorescence; galR3 body fused to GalR1 C-terminus; inhibition, % at 3 µM; hit rate 0.44% among 360,000; AID 651719;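 active = inhibition above the screen-wide average plus 3 SD, cut at about 13% in these data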;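 note: forskolin and galanin both at EC90 stimulate the cells; cAMP rise reported by CNG channel membrane potential dye signal; 0% = forskolin plus galanin with DMSO and 100% = forskolin alone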
# Target sequence (O60755 1-299 limits assumed): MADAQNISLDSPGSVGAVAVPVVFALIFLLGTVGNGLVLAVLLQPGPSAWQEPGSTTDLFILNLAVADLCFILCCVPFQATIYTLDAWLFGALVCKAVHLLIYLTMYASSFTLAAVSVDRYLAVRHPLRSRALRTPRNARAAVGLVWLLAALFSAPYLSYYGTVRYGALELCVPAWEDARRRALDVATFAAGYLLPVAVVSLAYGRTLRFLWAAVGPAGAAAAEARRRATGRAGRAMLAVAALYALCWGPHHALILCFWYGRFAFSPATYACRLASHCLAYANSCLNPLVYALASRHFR
# Numbers without * were called inactive; & = joins results of further samples.
# Below each compound: CRFR2-BP antag	GalR3 antag	CRFBP-R2 agonist
CCCc1cc(=O)[nH]c(SCC(=O)Nc2cc(S(=O)(=O)N3CCCCC3)ccc2C)n1
    4	-5	-0.6
CCOc1ccc(N2CC(C(=O)Nc3ccc(S(=O)(=O)N4CCCCC4)cc3)CC2=O)cc1 (centres undefined)
    -10	-1	-0.5
C#CCOCCOCCOCCNc1nc(N2CCN(C(=O)[C@H](C(C)C)n3cc(CCO)nn3)CC2)nc(N2CCN(C(=O)[C@H](C)n3cc(CCCN=C(N)N)nn3)CC2)n1
    18	1	-1.9
O=C(NCCC(=O)N1O[C@@H]2C=C[C@H]1C2)OCC1c2ccccc2-c2ccccc21
    -7	-8	-3.3
COc1cc(C(=O)OCC(=O)Nc2ccc(N3CCOCC3)cc2)ccc1OCC(C)C
    45	-1	-0.5
O=C(NC(CO)C(=O)OCc1ccccc1)OCc1ccccc1 (centres undefined)
    7	-3	-0.1
COc1cc2c(cc1OC)C(=O)CCC2
    3	-6	0.2
NC(=O)CCCn1c(C(=O)c2cc(Cl)c(N)c(Cl)c2)c2ccc([N+](=O)[O-])cc2[n+]1[O-]
    -1	-5	-3.5
Cc1cccc(C(=O)NCC(=O)N2CCN(S(=O)(=O)c3ccc4c(c3)OCCO4)CC2)c1
    -11	-3	-1.2
COC(=O)C1CCN(S(=O)(=O)CCNC(=O)c2cccc(OC)c2)CC1
    9	-4	-1.1
COc1ccccc1NS(=O)(=O)c1cccc(C(=O)NCC(c2ccco2)N2CCCC2)c1 (centres undefined)
    3	-6	-2.6
CC1(C)CC2C1CCC1(O)CC2(C)CCC1N(O)c1ccc(C(=O)NCCO)cn1 (centres undefined)
    -3	5	-0.4
Cc1c(N)cccc1Cl
    0	0	-0.9
O=C(Cc1ccc(F)cc1)Nc1ccc(S(=O)(=O)N2CCCC2)cc1
    -21	0	2.0
CCC(CC)c1nnc(NC(=O)Cc2c[nH]c3ccccc23)s1
    -2	-5	-0.8
O=C(COC(=O)c1cccnc1Cl)Nc1ccc(N2CCOCC2)cc1
    -1	-6	-0.6
CS(=O)(=O)c1cccc(C(=O)Nc2ccc(S(=O)(=O)N3CCCCC3)cc2)c1
    -3	-3	2.4
CC1CCC2(CC1)NC(=O)N(CC(=O)Nc1cccc(S(=O)(=O)N3CCCC3)c1)C2=O (centres undefined)
    -2	-2	-0.7
COc1cccc(NC(=O)CSc2nc(=O)n(Cc3ccncc3)c3c2CCCC3)c1
    8	-3	-0.8
CCN(CC(=O)Nc1ccccc1C(F)(F)F)C(=O)c1ccc2[nH]c3c(c2c1)CC(C)CC3 (centres undefined)
    -4	-3	0.8
O=C1C=C(c2cccc3c2Oc2ccccc2S3)C[C@@H](c2ccc(Cl)cc2)C1
    -7	0	0.5
Cc1ccnc(SC2CC(=O)N(c3ccccc3)C2=O)n1 (centres undefined)
    -1	0	1.7
O=C1NC(Cc2ccc(O)cc2)c2nc3cc(F)ccc3c(=O)n2-c2cc3ccccc3cc21 (centres undefined)
    0	-5	1.8
Cc1n[nH]c(=O)c2c(NC(=O)CSc3ncccn3)oc(C)c12
    0	-2	-0.2
CC(=O)N1C[C@H]2CON(C)[C@H]2C[C@H]1c1cccc(-c2cc(Cl)cc(Cl)c2)c1
    7	-6	-1.3
CC1(C#N)c2ccccc2C(Br)=CN1C(=O)c1ccccc1 (centres undefined)
    5	-6	-1.7
Cc1cccc(N2CC(C(=O)Nc3ccc(N4CCOCC4)cc3)CC2=O)c1C (centres undefined)
    -9	-3	-3.7
O=C(Nc1cc(Cl)ccc1-n1cncn1)c1cc(F)cc(F)c1
    -9	-4	0.6
CC(C)(C)OC(=O)N1CCCC(C(=O)Nc2ccc(C(=O)NCc3ccccc3)cc2)C1 (centres undefined)
    -2	-6	-1.7
O=S(=O)(Nc1ncnc2sccc12)c1cccc(F)c1
    7	-4	0.6
CCN(CC)S(=O)(=O)c1ccc(C(C)NCC(=O)Nc2ccccc2C(=O)NC2CC2)cc1 (centres undefined)
    -4	-2	-0.5
COC(=O)[C@]1(C)N[C@H](CN(C)S(=O)(=O)c2ccc(F)cc2)[C@@H]2C(=O)N(Cc3ccccc3)C(=O)[C@@H]21
    -4	-4	-0.2
C[C@@H]1CN([C@H](C)CO)S(=O)(=O)c2ccc(C#CC3CCCC3)cc2O[C@H]1CN(C)C(=O)Cc1ccccc1
    4	-4	0.2
Cc1ccc(-c2ccc(CN3C(C(C)C)C(=O)N(Cc4cn(CCC5OCCO5)nn4)CCS3(=O)=O)cc2)cc1 (centres undefined)
    -4	-2	2.0
Cc1[nH]c2ccc(C(=O)NC3CCCC3)cc2c1C
    -7	-2	0.4
CS(=O)(=O)c1ccc(NS(=O)(=O)c2ccc(Cl)c(C(=O)NC3=NCCS3)c2)cc1
    -2	-3	-1.8
CC1(c2ccc(OC(F)F)cc2)NC(=O)N(CC(=O)N2c3ccccc3NC(=O)C2(C)C)C1=O (centres undefined)
    -15	-6	7.3
CCCCN1CC(C)(C)[C@H](CC(=O)Nc2ccccc2)C1=O
    0	-6	0.6
COCCN(CCOC)C(=O)C1CCN(c2ccc(S(=O)(=O)N3CCOCC3)cc2[N+](=O)[O-])CC1
    6	0	-0.6
Cc1ccc(S(=O)(=O)N2CCN(C(=O)CN3C(=O)c4ccc([N+](=O)[O-])cc4C3=O)CC2)cc1C
    -9	-2	1.2
CCC1Nc2ncnc(N3CCN(c4ccccn4)CC3)c2N(Cc2ccc(Br)cc2)C1=O (centres undefined)
    4	-4	-2.6
COc1cc(C(=O)NNC(=O)c2ccc3ccccc3n2)cc(OC)c1OC
    9	-3	-1.1
O=C(O)c1cc(Cl)ccc1OS(=O)(=O)c1ccc(Cl)s1
    0	-7	0.1
COc1cc(C(=O)NCc2ccc(S(N)(=O)=O)cc2)ccc1OCC(=O)Nc1cccc(C(F)(F)F)c1
    7	-3	2.4
CCN(CC)S(=O)(=O)c1ccc(O)c(C(=O)OCC(=O)N2CCCc3ccccc32)c1
    7	-7	-0.8
CCN(CC)c1ccc(NC(=O)c2ccc(S(=O)(=O)N3CCOCC3)cc2)cc1
    -3	-7	-1.9
O=C(CCN1C(=O)c2ccccc2S1(=O)=O)Nc1cc(Cl)ccc1Cl
    11	0	-1.3
O=C(Nc1cccc(C(F)(F)F)c1)C1=CC=CN2CCS(=O)(=O)N=C12
    6	-6	-1.6
Cc1ccc(C(=O)NNC(=O)c2ccccc2O)cc1S(=O)(=O)N1CCCCC1
    -3	0	0.2
Cc1cccc(N(Cc2ccccc2)C(=O)c2cc(S(=O)(=O)N3CCOCC3)ccc2Cl)c1
    36	-2	-0.8
O=C(COC(=O)/C=C/c1ccccc1)NCCc1ccc(F)cc1
    8	-2	-0.4
CCc1noc(C)c1C(=O)NNC(=O)COc1ccc(C)cc1
    9	2	-1.3
O=C(O)c1ccccc1Cc1ccc(F)c2ccccc12
    -12	-5	-1.7
CCC1(c2ccccc2)NC(=O)N(CC(=O)Nc2ccc(N3CCOCC3)cc2)C1=O (centres undefined)
    13	-3	3.3
O=S(=O)(c1ccccc1)N1CCc2ccccc21
    5	-7	-1.3
Cc1ccccc1S(=O)(=O)N(C)C[C@@H]1OCc2cnnn2CCCC(=O)N([C@H](C)CO)C[C@H]1C
    -10	1	0.3
O=C(NNC(=O)c1csc(N2CCOCC2)n1)c1cccnc1
    16	-1	-0.9
CCCN(CC(=O)Nc1ccccc1C)C(=O)c1cccc(S(=O)(=O)N2CCN(c3ccccc3)CC2)c1
    -10	-6	-0.9
O=C(COC(=O)C1(c2ccccc2)CC1)NNC(=O)c1ccccc1
    -6	-2	-1.5
COc1ccc(C)cc1C1=CC(=O)C[C@H](c2ccc(F)cc2)C1
    4	-3	0.5

# Reprinted at random: two compounds from above
# Below each compound: CRFR2-BP antag	GalR3 antag	CRFBP-R2 agonist
CCN(CC)c1ccc(NC(=O)c2ccc(S(=O)(=O)N3CCOCC3)cc2)cc1
    -3	-7	-1.9
Cc1ccc(C(=O)NNC(=O)c2ccccc2O)cc1S(=O)(=O)N1CCCCC1
    -3	0	0.2

# Entries from the list above that contain bromine, in the order listed:
# Below each compound: CRFR2-BP antag	GalR3 antag	CRFBP-R2 agonist
CC1(C#N)c2ccccc2C(Br)=CN1C(=O)c1ccccc1 (centres undefined)
    5	-6	-1.7
CCC1Nc2ncnc(N3CCN(c4ccccn4)CC3)c2N(Cc2ccc(Br)cc2)C1=O (centres undefined)
    4	-4	-2.6

# Later entries.
# Below each compound: CRFR2-BP antag	GalR3 antag	CRFBP-R2 agonist
[O-][N+](=Cc1c(Cl)cccc1Cl)CC1(O)CCCCC1
    7	5	0.5
O=C(O)c1ccccc1/C=N/Nc1ccc(S(=O)(=O)Nc2ccc(Cl)cc2)cc1[N+](=O)[O-]
    -6	-8	1.5
Cc1ccc(C(=O)COC(=O)CCS(=O)(=O)c2ccccc2)cc1[N+](=O)[O-]
    3	-3	0.0
CNC(=O)C(=O)NCCC1CCCCN1S(=O)(=O)c1cccs1 (centres undefined)
    -4	-3	1.4
CCCCC(CC)COP(=O)(OCC(CC)CCCC)OCC(CC)CCCC (centres undefined)
    15	1	-1.4
COc1cccc(C#Cc2c(C=O)n(C)c3ccccc23)c1
    -6	-2	4.7
CCOc1ccc(N2CC(C(=O)NCC(=O)Nc3ccc(F)c(F)c3F)CC2=O)cc1 (centres undefined)
    -3	-5	-1.9
CCc1cc(-c2nnn(CCC3COCCO3)c2CC)cc(CC)c1-c1cn(Cc2ccc3ccccc3c2)nn1 (centres undefined)
    4	-1	0.1
COc1cc(OC)cc(-c2c(C#Cc3ccsc3)c3cc(-c4cnc(OC)nc4)ccc3n2C)c1
    8	-2	-1.0
CC(C)(C)OC(=O)[C@H](Cc1ccccc1)NC(=O)c1nc[nH]c1C(=O)NC1CCNCC1
    -8	-5	-1.2
COc1ccc(C(=O)COC(=O)CCN=C2NS(=O)(=O)c3ccccc32)c(OC)c1
    -1	-3	0.7
COc1ccc(-c2nnc(SCC(=O)N3CCCC3=O)n2N)cc1OC
    4	-7	-0.7
CN(CC(=O)Nc1ccccc1Cl)C(=O)CSc1nnc(N)s1
    9	-6	0.2
CCN(CC(=O)NCc1cccs1)C(=O)/C=C/c1cccc(Br)c1
    18	-3	-0.1
COCC(=O)N1CCC(c2nc3ccccc3[nH]2)CC1
    10	-1	-0.3
O=C(COC(=O)CNS(=O)(=O)c1ccc(Br)cc1Cl)Nc1ccc(N2CCOCC2)cc1
    23	-4	-0.9
CC(=O)c1cccc(NC(=O)CSc2nc3ccccc3c(=O)n2CCCN2CCOCC2)c1
    7	-4	0.0
O=C(CN1CCN(S(=O)(=O)c2ccc(Br)s2)CC1)N1CCCCC1
    4	-6	-1.4
Cc1cccc(OCCNC(=O)c2cc(C3CC3)nc3c2cnn3C(C)C)c1
    -3	-6	1.6
C[C@@H]1NC(=O)[C@@]2(C)[C@@H](c3ccccc3)[C@H]3COc4ccccc4[C@@H]3N2C1=O
    0	-5	0.5
CC(C)C[C@@H](CN)NC(=O)c1nc[nH]c1C(=O)N[C@@H](Cc1ccccc1)C(=O)CNC[C@H](C)NC(=O)c1nc[nH]c1C(=O)N[C@@H](CC(C)C)C(=O)O
    2	-6	0.2
C[C@@H]1CN([C@H](C)CO)S(=O)(=O)c2ccc(C#C[C@@H](C)O)cc2O[C@@H]1CN(C)Cc1ccc(-c2ccccc2)cc1
    11	-8	8.4
CC(C)N(Cc1ccccc1)C(=O)CN1C(=O)NC2(CCOc3ccccc32)C1=O (centres undefined)
    -2	-6	-0.3
Cn1c(=O)c2[nH]c(C(O)c3ccc(Cl)cc3)nc2n(C)c1=O (centres undefined)
    -5	-8	0.8
CC(CNC(=O)c1ccccc1Cl)NC(=O)c1ccccc1Cl (centres undefined)
    -3	-2	0.2
O=c1ncn(-c2cccc(Cl)c2)c2ccccc12
    3	-1	-1.8
CN(C(=O)Cn1cc(C(F)(F)F)cc(Cl)c1=O)C1CCS(=O)(=O)C1 (centres undefined)
    -5	-1	0.4
Cc1ccc(C)c(NC(=O)C(OC(=O)c2ccc(CO)cc2)c2ccccc2)c1 (centres undefined)
    7	1	-1.0
CCOc1ccc(CCNC(=O)COC(=O)CCS(=O)(=O)c2ccc(C)cc2)cc1OCC
    -11	-1	-4.6
CCOc1ccc(OCC(=O)N2CCC3(CC2)CC(=O)c2ccccc2O3)cc1
    -10	-4	-0.1
CC(C)NC(=O)N(C)C[C@@H]1Oc2cc(Br)ccc2S(=O)(=O)N([C@@H](C)CO)C[C@H]1C
    -11	0	2.1
CC(C)CC(=O)C(=O)O
    -8&4	-2&-1	-1.4&0.6
CSCCC(NS(=O)(=O)c1ccccc1F)C(=O)NCCCn1nc(C)cc1C (centres undefined)
    7	-3	0.3
COc1ccc(S(N)(=O)=O)cc1C(=O)OCC(=O)Nc1sccc1C#N
    15	2	0.4
O=C(CC(=O)NN=Cc1ccc2c(c1)CCC2)NN=Cc1ccc2c(c1)CCC2
    28	-4	2.1
COc1ccc(C(=O)COC(=O)/C=C/c2ccccc2[N+](=O)[O-])cc1
    -23	-7	0.0

# An excerpt from above, limited to CRFR2-BP antag and CRFBP-R2 agonist.
Structure	CRFR2-BP antag	CRFBP-R2 agonist
COc1ccc(S(N)(=O)=O)cc1C(=O)OCC(=O)Nc1sccc1C#N	15	0.4
CC(C)NC(=O)N(C)C[C@@H]1Oc2cc(Br)ccc2S(=O)(=O)N([C@@H](C)CO)C[C@H]1C	-11	2.1
CC(C)CC(=O)C(=O)O	-8&4	-1.4&0.6

# This is a subset (hit frequency here may not be typical).
